KB-V1 MDR tox: qHTS assay for MDR1-selective chemotherapeutics: Primary screen using the drug-selected MDR subline cells KB-V1; KB-V1 MDR cells viability, CellTiter-Glo, 72 h; Potency, µM (titrated, usually from 46.1 µM), for the others: at the highest dose activity change, negative = cytotoxicity, most hits filed as cytotoxic; 3.4% of 400,000 active; AID 1347076, 2019; note: potency is the fitted concentration of half-maximal effect; % is set by controls: 0 for no effect and ±100 for the full control effect; nearly all actives have a fitted effect of over 60% in size
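Potencies derive from concentration-effect curves fitted to normalized luminescence (CellTiter-Glo) of KB-V1 cells treated for 72 h at 37 degrees C in phenol-red-free DMEM containing 10% FBS.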
DRD3 agonist: qHTS of D3 Dopamine Receptor Agonist: qHTS; D3R DiscoveRx beta-arrestin cells, luminescence, 90 min; D(3) dopamine receptor (Homo sapiens), P35462; max activation, %; 0.58% of 410,000 active; in the data active = max activation above about 30%; note: 0% is about no effect; mostly tested at two doses, the higher about 12 µM
Target sequence (P35462 whole entry, looked up): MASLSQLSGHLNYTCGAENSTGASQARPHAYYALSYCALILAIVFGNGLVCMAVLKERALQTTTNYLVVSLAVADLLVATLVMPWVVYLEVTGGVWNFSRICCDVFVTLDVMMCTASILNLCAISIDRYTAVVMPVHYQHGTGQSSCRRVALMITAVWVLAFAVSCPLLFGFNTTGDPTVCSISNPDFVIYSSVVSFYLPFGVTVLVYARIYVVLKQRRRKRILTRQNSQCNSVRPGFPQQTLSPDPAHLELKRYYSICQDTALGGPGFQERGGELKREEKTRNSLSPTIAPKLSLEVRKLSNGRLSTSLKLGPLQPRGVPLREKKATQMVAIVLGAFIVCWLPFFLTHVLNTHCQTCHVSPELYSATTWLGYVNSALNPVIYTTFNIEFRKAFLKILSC
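Agonist-mode cell screen: cells plated at 1500/well and incubated overnight at 37 °C, then exposed to library compounds for 90 min at 37 °C. Detection reagent was added for 30–60 min at room temperature, and luminescence was read.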
HT1080 IDH1KD tx: qHTS for induction of synthetic lethality in tumor cells producing 2HG: qHTS for the HT-1080-IDH1KD cell line | HT-1080 IDH1 knockdown viability, ATP luminescence, 48 h | 2% of 360,000 active | Potency, µM (titrated, usually from 46.1 µM), inactives show at the top dose activity, negative = toxicity, most hits filed as cytotoxic;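 note: potency is the fitted concentration of half-maximal effect; 0% = DMSO wells and -100% = cell-free medium wells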
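Knockdown cells (IDH1KD HT-1080) received compounds 2 h after plating at 750 cells/well and were kept 48 h at 37 °C in 5% FBS RPMI. A CellTiter-Glo luminescence read gave % activity for curve fitting.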
KB-3-1 cytotox: qHTS assay for MDR1-selective chemotherapeutics: Primary screen using the parental adenocarcinoma cell KB-3-1; KB-3-1 viability, CellTiter-Glo ATP luminescence, 72 h; Potency, µM (series often up to 46.1 µM), for the others: at the highest dose activity change, negative = cytotoxic, most hits filed as cytotoxic; 1.4% of 400,000 active; note: potency is the fitted concentration of half-maximal effect; % is set by controls: 0 for no effect and ±100 for the full control effect; nearly all actives have a fitted effect of over 60% in size
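Using CellTiter-Glo luminescence, growth of non-resistant KB-3-1 adenocarcinoma cells is assessed 72 h after pin-tool compound addition at 37 °C. Normalized responses across the concentration series yield fitted curves.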
D3 antag: qHTS of D3 Dopamine Receptor Antagonist: qHTS | 2.5% of 360,000 active | D(3) dopamine receptor (Homo sapiens), P35462 | max response, negative = inhibition, % | D3R cells, DiscoveRx beta-arrestin luminescence, antagonist mode; active compounds read low | AID 652054, 2013; in the data active = max response below about -50%; inconclusive = no clear call, values can overlap the other calls; note: % is set by controls: 0 for no effect and ±100 for the full control effect; mostly tested at two doses, the higher about 12 µM
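Cells plated overnight at 1500 cells/well, then exposed to library compounds with dopamine controls for 90 minutes at 37 degrees C. DiscoveRx reagent added for 30–60 minutes at room temperature; luminescence read, quantitative HTS format.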
HT1080-NT tox: qHTS for induction of synthetic lethality in tumor cells producing 2HG: qHTS for the HT-1080-NT fibrosarcoma cell line; HT-1080-NT fibrosarcoma viability, CellTiter-Glo ATP luminescence, 48 h; Potency, µM (series often up to 46.1 µM), for inactives: top-dose activity, negative = less viability, hits mostly cytotoxic; 1.6% of 360,000 active; AID 686970, 2013;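 note: NT is the 2HG producing partner of a matched IDH1 knockdown line; potency is the fitted concentration of half-maximal effect; 0% = DMSO-treated cells and -100% = media-only wells without cells; nearly all actives have a fitted effect of over 55% in size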
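Compounds were tested in concentration-response format on HT-1080-NT cells for 48 hours at 37 degrees C. Cell viability came from CellTiter-Glo luminescence; curves were classified by r2, response magnitude and activity.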
SW480 rereplic: A quantitative high throughput screen for small molecules that induce DNA re-replication in SW480 colon adenocarcinoma cells. SW480 DNA re-replication, Hoechst DNA content imaging, 48 h. Potency, µM (doses to about 46.1 µM), for the others: at the top dose re-replication activation, hits mostly activators. 1.8% of 340,000 active; note: potency is the fitted concentration of half-maximal effect; % of control where 0% means no effect; nearly all actives have a fitted effect of over 55% in size
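Quantitative HTS format with DMSO vehicle controls; 48 hr drug incubation at 37 C, then 40 min Hoechst staining and scanning imager measurement at 405 nm excitation.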
IL1B secr inh: qHTS for Inhibitors of Inflammasome Signaling: IL-1-beta AlphaLISA Primary Screen; THP-1 LPS/ATP IL-1B secretion, AlphaLISA, 16 h; active compounds read low; activity change, % at 57.5 µM; 4.7% of 360,000 active; AID 743279, 2014; in the data active = activity change below about -50%; inconclusive = mostly about -30% to -49%; note: % is set by controls: 0 for no effect and ±100 for the full control effect
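Secreted IL-1B measured by AlphaLISA bead assay after 16 h compound exposure of THP-1 cells; compounds (final up to 57.5 uM) added 1 h before LPS (250 ng/mL) and ATP (1.25 mM) stimulation; lower signal means less secretion.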
GLP1R ag: qHTS of GLP-1 Receptor Agonists; Glucagon-like peptide 1 receptor (Homo sapiens), P43220; HEK293 GLP-1R CRE-luciferase, luminescence, 4-6 h; cells express a hypersensitive GLP-1R form; Potency, µM (titrated, usually from 45.6 µM), without a hit: at the highest dose activation, actives largely listed as activators; 0.007% of 380,000 active; AID 624172, 2012; note: potency is the fitted concentration of half-maximal effect; % of control where 0% means no effect
Target sequence (P43220 whole entry, looked up): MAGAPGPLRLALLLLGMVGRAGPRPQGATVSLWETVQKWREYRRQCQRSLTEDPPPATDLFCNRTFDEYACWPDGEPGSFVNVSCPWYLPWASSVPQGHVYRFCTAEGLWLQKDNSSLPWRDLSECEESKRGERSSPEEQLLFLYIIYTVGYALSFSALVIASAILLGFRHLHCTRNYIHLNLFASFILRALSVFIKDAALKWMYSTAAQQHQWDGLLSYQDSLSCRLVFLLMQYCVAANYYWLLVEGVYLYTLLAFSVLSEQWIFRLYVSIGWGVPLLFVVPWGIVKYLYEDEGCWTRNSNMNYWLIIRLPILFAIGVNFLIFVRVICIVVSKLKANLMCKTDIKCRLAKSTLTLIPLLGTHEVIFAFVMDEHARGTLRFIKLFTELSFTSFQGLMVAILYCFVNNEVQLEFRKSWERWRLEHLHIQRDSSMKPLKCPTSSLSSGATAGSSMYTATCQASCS
* = called active by the depositor; ? = inconclusive; nt = no result given; [ ] = another dose, or the depositor's remark. Unless noted, calls come from the whole dose curve; as a rule, active = well fitted curve in the direction sought with a large enough effect; inconclusive = small, poorly fitted or top-dose-only effect, or another doubt; inactive = no such curve, though single readings can be large; an effect the other way counts as inactive or inconclusive.

SMILES	KB-V1 MDR tox	DRD3 agonist	HT1080 IDH1KD tx	KB-3-1 cytotox	D3 antag	HT1080-NT tox	SW480 rereplic	IL1B secr inh	GLP1R ag
CC(C)C(=O)OCc1cn(-c2ccc(Cl)c(Cl)c2)nn1	-2%	5	27%	6%	10	12%	-7%	27	4%
Cc1onc(-c2c(Cl)cccc2Cl)c1C(=O)N1CCN(Cc2ccccc2)CC1	?	-4	-10%	0%	-6	-5%	1%	4	10%
COc1ccccc1C(=O)N1c2ccccc2Sc2ccccc21	?	-5	-24%	21µM*	-10	-14%	?	12	-2%
O=C(NCc1ccco1)c1ccccc1SCC(=O)N1CCCC1	-22%	-1	-3%	-12%	-1	-2%	-4%	1	7%
Nc1cc(Cl)ccc1N1CCCCC1	3%	2	5%	1%	8	-1%	-1%	-16	-11%
CCC(C)[C@H](NC(=O)N1CC(=O)Nc2ccccc21)C(=O)N1CCC[C@H]1C(=O)O (some centres not stated)	-13%	-32	1%	0%	0	2%	0%	-10	-2%
Cc1ccc(S(=O)(=O)N2CCN(C(=O)COC(=O)c3oc4ccccc4c3C)CC2)cc1	-7%	9	2%	-5%	3	1%	-30%	1	4%
CNc1cc(CSc2ccc(Cl)cc2)nc(C)n1	4%	3	2%	5%	-12	1%	5.2µM*	13	15%
CCOC(=O)C(C#N)=C1CCC=C(C)C1	16%	-11	3%	?	-14	6%	nt	4	21%
CCOc1ccc2nc(N/C(N)=N/C(=S)Nc3cccc(C)c3)nc(C)c2c1	23µM*	3	5%	-3%	5	16%	-7%	?	3%
COC(=O)c1ccc(C2c3c(oc4ccc(Cl)cc4c3=O)C(=O)N2CCN2CCOCC2)cc1 (configuration not stated)	0%	-2	10%	15%	-21	9%	-6%	13	3%
Brc1ccc(CNCC2CCCO2)cc1 (configuration not stated)	22%	-3	3%	2%	-29	0%	-3%	-12	-2%
COc1cccc(OCC(=O)NC2CCS(=O)(=O)C2)c1 (configuration not stated)	21%	-6	0%	1%	-5	-6%	-7%	6	6%
CCOC(=O)C1(C)CCCN(C(=O)c2c(F)ccc(C)c2F)C1 (configuration not stated)	0%	12	21%	0%	0	7%	nt	29	5%
Cc1nnsc1C(=O)N/N=C/c1ccccc1	0%	-12	24%	1%	-19	8%	-13%	6	15%
CCOC(=O)CSc1nc2c(sc3ccc([N+](=O)[O-])cc32)c(=O)n1Cc1ccco1	?	2	5%	23%	3	3%	-12%	12	0%
Nc1nc(N)c2cc(Sc3cccc(C(F)(F)F)c3)ccc2n1	?	-6	5.8µM*	?	3	5.8µM*	nt	?	10%
COc1ccc(OC)c2c1cc(C(=O)N[C@H](C(=O)N1CCC(C(=O)O)CC1)C(C)C)n2C	24%	2	11%	6%	-18	14%	1%	14	5%
CN(C)c1ccc(C(=O)NCC(c2cccs2)N2CCOCC2)cc1 (configuration not stated)	8%	0	3%	-9%	-13	5%	-2%	-26	11%
COc1ccc([C@H]2CC(=O)C=C(C#CC(C)(C)C)C2)cc1	-16%	-1	2%	0%	4	0%	-2%	-21	26%
O=C(Cn1[nH]c(=O)c2ccccc2c1=O)OCC(=O)c1ccc(F)cc1	-1%	-7	13%	-8%	4	15%	-74%[inhibitor]	-5	0%
CN1C(c2ccc(F)cc2)=CS/C1=C(\C#N)c1nnc2n1-c1ccccc1SC2	-14%	8	?	-9%	-11	-26%	-4%	-79*	1%
COc1ccc(NC(=O)CNc2cc(S(=O)(=O)N3CCOCC3)ccc2NCC2CCCO2)cc1 (configuration not stated)	3%	-9	-1%	3%	?	9%	3%	-3	12%
CC(=O)Nc1ccc(NC(=O)C(C)OC(=O)C2CCCC2)cc1 (configuration not stated)	7%	3	12%	?	?	3%	-2%	4	-6%
Cc1cc(C)cc(NC(=O)CC2Oc3ccc(C)cc3NC2=O)c1 (configuration not stated)	17%	0	4%	-11%	-1	15%	12%	-6	-3%

Entries listed so far containing a COOH group, in the order listed:
SMILES	KB-V1 MDR tox	DRD3 agonist	HT1080 IDH1KD tx	KB-3-1 cytotox	D3 antag	HT1080-NT tox	SW480 rereplic	IL1B secr inh	GLP1R ag
CCC(C)[C@H](NC(=O)N1CC(=O)Nc2ccccc21)C(=O)N1CCC[C@H]1C(=O)O (some centres not stated)	-13%	-32	1%	0%	0	2%	0%	-10	-2%
COc1ccc(OC)c2c1cc(C(=O)N[C@H](C(=O)N1CCC(C(=O)O)CC1)C(C)C)n2C	24%	2	11%	6%	-18	14%	1%	14	5%

A run of entries from further up, as a working copy:
SMILES	KB-V1 MDR tox	DRD3 agonist	HT1080 IDH1KD tx	KB-3-1 cytotox	D3 antag	HT1080-NT tox	SW480 rereplic	IL1B secr inh	GLP1R ag
CC(C)C(=O)OCc1cn(-c2ccc(Cl)c(Cl)c2)nn1	-2%	5	27%	6%	10	12%	-7%	27	4%
Cc1onc(-c2c(Cl)cccc2Cl)c1C(=O)N1CCN(Cc2ccccc2)CC1	?	-4	-10%	0%	-6	-5%	1%	4	10%
COc1ccccc1C(=O)N1c2ccccc2Sc2ccccc21	?	-5	-24%	21µM*	-10	-14%	?	12	-2%
O=C(NCc1ccco1)c1ccccc1SCC(=O)N1CCCC1	-22%	-1	-3%	-12%	-1	-2%	-4%	1	7%
Nc1cc(Cl)ccc1N1CCCCC1	3%	2	5%	1%	8	-1%	-1%	-16	-11%
CCC(C)[C@H](NC(=O)N1CC(=O)Nc2ccccc21)C(=O)N1CCC[C@H]1C(=O)O (some centres not stated)	-13%	-32	1%	0%	0	2%	0%	-10	-2%
Cc1ccc(S(=O)(=O)N2CCN(C(=O)COC(=O)c3oc4ccccc4c3C)CC2)cc1	-7%	9	2%	-5%	3	1%	-30%	1	4%
CNc1cc(CSc2ccc(Cl)cc2)nc(C)n1	4%	3	2%	5%	-12	1%	5.2µM*	13	15%
CCOC(=O)C(C#N)=C1CCC=C(C)C1	16%	-11	3%	?	-14	6%	nt	4	21%
CCOc1ccc2nc(N/C(N)=N/C(=S)Nc3cccc(C)c3)nc(C)c2c1	23µM*	3	5%	-3%	5	16%	-7%	?	3%

Next part.
SMILES	KB-V1 MDR tox	DRD3 agonist	HT1080 IDH1KD tx	KB-3-1 cytotox	D3 antag	HT1080-NT tox	SW480 rereplic	IL1B secr inh	GLP1R ag
Cc1ccc(-c2nc3c(Cl)cc(C(F)(F)F)cn3c2Cc2ccsc2)cc1	14%	-1	-2%	?	-59*	-1%	nt	20	2%
CCCCNS(=O)(=O)c1ccc(NC(=O)C2c3ccccc3Oc3ccccc32)cc1	?	6	-13%	-24%	-6	-21%	?	26	-46%[inhibitor]
COc1ccccc1NC(=O)N1CCC(NC(=O)C2CCCCC2)CC1	13%	-4	1%	-1%	-4	1%	-11%	-5	7%
Cc1cccc(NC(=S)NCCc2ccccn2)c1	2%	7	26%	0%	-18	13%	-14%	-14	5%
Cc1cc(C)cc(-n2c(=O)c3sccc3n(CC(=O)NCc3ccco3)c2=O)c1	-25%	3	2%	6%	-21	-1%	-2%	-11	4%
COc1ccc([C@@H]2CC=C(C(=O)O)[C@H](c3ccc(F)cc3)N2S(=O)(=O)c2ccccc2C)cc1	?	-21	3%	3%	?	1%	5%	33	-4%
FC(F)Oc1ccc(/C=N/NC(=S)Nc2cc(C(F)(F)F)ccc2Cl)cc1	-1%	1	-8%	0%	2	-10%	?	-22	-15%
O=C1C=C(c2ccc(C(=O)O)cc2)C[C@@H](c2ccc(F)cc2)C1	-11%	-11	-4%	7%	-14	-5%	-2%	37	0%
COc1cc(C(=O)OCCCN(C)C)cc(OC)c1OC	-1%	5	17%	15%	-3	25%	-132%[inhibitor]	-7	-1%
COc1ccccc1N1CCN(C(=O)C2c3ccccc3Oc3ccccc32)CC1	2.6µM*	-10	1.8µM*	1.8µM*	-10	4.1µM*	5.8µM*	24	2%
O=C(Nc1cccc(Cl)c1)c1cnn2cccnc12	?	0	?	-1%	25	-9%	-9%	19	0%
CC1CCCCC1NC(=O)Cn1ncc2ccccc21 (configuration not stated)	?	-8	0%	16%	33	-7%	0%	39	9%
CCCCCNC(=O)Cc1cc(=O)[nH]c(=O)[nH]1	25%	3	4%	15%	16	2%	-8%	14	-5%
Cc1nc(Cl)nc(N(C)c2ccccc2)c1[N+](=O)[O-]	0%	14	-2%	2%	-18	?	25%	-82*	5%
CCOC(=O)N1CCN(S(=O)(=O)c2cc(Cl)c(OC)cc2Cl)CC1	-26%	-6	0%	6%	11	-1%	-3%[9.22 µM]	10	0%
O=C(CC1SC(=O)N(c2ccccc2)C1=O)Nc1cccc2ccccc12 (configuration not stated)	1%	8	-2%	4%	6	-2%	7%	0	-4%
COc1ccc(CN2CCN(C)CC2)cc1OCc1ccccc1	?	1	6%	3%	10	9%	-2%	0	-1%
Cc1ccc(C2(C)NC(=O)N(CC(=O)Nc3ccc4c(c3)OCO4)C2=O)cc1 (configuration not stated)	7%	1	-16%	26%	6	-8%	-5%	?	2%
O=C(c1cccc(NS(=O)(=O)c2ccc(F)c(F)c2)c1)N1CCN(C(c2ccccc2)c2ccccc2)CC1	-18%	-2	-13%	?	22	-10%	23%	-14	-7%
O=c1c(Cl)c(N/N=C/c2ccc(Br)cc2)cnn1-c1ccccc1	0%	11	?	5%	-10	?	?	-14	6%
CN(C)/C=C/C(=O)/C=C/c1ccc(Cl)cc1Cl	-11%	2	-23%	-7%	6	?	3%	?	14%
